Source: PubChem BioAssay
EBI2 block: antagonists of human EBI2 receptor; P32249; EBI2 beta-arrestin recruitment, luminescence, 7a,25-OHC stimulated; inhibition, % at 5 µM; actives 0.81% (n = 360,000); AID 651636; in the data active means inhibition above about 38%;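 further: enzyme fragment complementation signal reports receptor beta-arrestin coupling in cells; 0% = agonist plus DMSO wells and 100% = wells without agonist; some results beyond the cut were filed as inactive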
tim23-1 inh: inhibits growth of tim23-1 mutant yeast; S. cerevisiae tim23-1 growth, BacTiter-Glo luminescence, 24 h; inhibition, % at 20 µM; actives 1.3% (n = 330,000); AID 463212;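 active means growth inhibition of the mutant yeast at or above 50%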;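 further: temperature-sensitive mutant grown at 25 °C; plate controls were DMSO-treated mutant yeast for no effect and medium wells lacking yeast for full effect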
APJ agonist: activates the human apelin receptor APJ; CHO-K1 APJ PathHunter beta-arrestin, luminescence; 0% DMSO wells, 100% apelin; activation, % at 20 µM; actives 0.11% (n = 330,000); P35414;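 active means activation more than six SD over the plate average, tested at 20 µM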;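 further: 0% = DMSO alone and 100% = apelin-13 at 10 nM; some results filed as inactive read as strong as hits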
Target sequence (P35414 whole entry, looked up): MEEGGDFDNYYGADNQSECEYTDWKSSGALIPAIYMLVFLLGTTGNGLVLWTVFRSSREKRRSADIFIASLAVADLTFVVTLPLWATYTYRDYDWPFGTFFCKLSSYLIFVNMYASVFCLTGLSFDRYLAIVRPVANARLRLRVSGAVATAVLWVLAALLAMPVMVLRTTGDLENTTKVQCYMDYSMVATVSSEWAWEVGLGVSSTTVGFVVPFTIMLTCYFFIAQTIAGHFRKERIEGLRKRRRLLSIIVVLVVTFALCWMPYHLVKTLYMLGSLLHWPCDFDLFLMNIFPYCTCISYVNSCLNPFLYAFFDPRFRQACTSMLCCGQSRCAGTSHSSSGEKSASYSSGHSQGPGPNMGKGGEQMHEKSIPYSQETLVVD
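Test system: CHO-K1 APJ beta-arrestin complementation cell line. Amount: cell density 1000 per well. Controls: DMSO negative, 10 nM Apelin-13 positive. Signal: luminescent beta-gal fragment complementation, chemiluminescent substrate. Read-out basis: agonist-driven arrestin binding to APJ. Timing: compound stimulation 90 min at 25 °C, detection 60 min.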
Mdm2 MdmX PPI: human Mdm2/MdmX binding inhibition; O15151+Q00987; SaOS-2 split-luciferase Mdm2/MdmX complementation, luminescence; inhibition, % at 8 µM; actives 3% (n = 330,000); AID 485346;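 active means inhibition of at least 50% at 8 µM in the primary screen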
CHOP UPR activ: apoptotic UPR (CHOP) activation | activation, % at 10 µM | actives 0.34% (n = 330,000) | CHO-CHOP luciferase reporter, luminescence; percent of tunicamycin response over DMSO baseline;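 active means at 10 µM dose, activation of 40% or more, normalized to positive control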;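 further: 100% = tunicamycin at 10 µg/mL and 0% = DMSO alone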
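Test system: CHO-CHOP cells, stable luciferase reporter of PERK-eIF2a-CHOP signalling | Quantity: 500 CHO-CHOP cells per well | Buffer or medium: F12 plus 10% serum | Compound dosing: 10 µM single point, 0.5% DMSO | Schedule: 6 h compound treatment, 37 °C | Signal: Luciferase luminescence | Control set: Tunicamycin high control, DMSO low control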
APJ antagonist: APJ receptor antagonism. P35414. CHO-K1 APJ beta-arrestin complementation, luminescence. inhibition, % at 20 µM. actives 0.32% (n = 330,000). AID 2521;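 active means inhibition above about 40% at 20 µM, limit read from the data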;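 further: cells challenged with 10 nM apelin-13 agonist together with compound; plate controls were apelin-13 plus DMSO wells for no effect and DMSO wells lacking apelin-13 for full effect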
CXCR6 inh: inhibitors of human CXCR6 receptor; O00574; CHO-K1 PathHunter CXCR6 beta-arrestin, luminescence; inhibition, % at 20 µM; actives 0.36% (n = 360,000); in the data active means inhibition above about 34%, passing the limit was not always enough;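 further: antagonist mode with CXCL16 agonist at 10 nM final; 0% = 10 nM CXCL16 with DMSO and 100% = unstimulated wells without agonist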
Target sequence (O00574 whole entry, looked up): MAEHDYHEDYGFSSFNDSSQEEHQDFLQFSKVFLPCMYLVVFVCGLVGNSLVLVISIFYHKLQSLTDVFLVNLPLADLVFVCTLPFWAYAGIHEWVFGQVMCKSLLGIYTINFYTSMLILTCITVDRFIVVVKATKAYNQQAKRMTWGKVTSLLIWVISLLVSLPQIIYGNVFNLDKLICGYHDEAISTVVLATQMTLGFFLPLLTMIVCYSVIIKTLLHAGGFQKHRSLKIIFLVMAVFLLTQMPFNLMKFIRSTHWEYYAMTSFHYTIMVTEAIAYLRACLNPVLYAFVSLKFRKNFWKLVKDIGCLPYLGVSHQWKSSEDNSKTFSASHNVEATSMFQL
CCR6 antagonist: blocks CCL20-driven beta-arrestin recruitment at human CCR6 | CHO-K1 CCR6 PathHunter beta-arrestin, luminescence, CCL20-stimulated | inhibition, % at 20 µM | P51684 | actives 0.49% (n = 340,000);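 active means compounds whose inhibition of the agonist-driven luminescence signal at 20 µM reaches about 50%, limit read from the data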;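 further: cells stimulated with CCL20 at 14 nM final; plate controls were DMSO with CCL20 for no effect and DMSO without agonist for full effect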
Target sequence (P51684 whole entry, looked up): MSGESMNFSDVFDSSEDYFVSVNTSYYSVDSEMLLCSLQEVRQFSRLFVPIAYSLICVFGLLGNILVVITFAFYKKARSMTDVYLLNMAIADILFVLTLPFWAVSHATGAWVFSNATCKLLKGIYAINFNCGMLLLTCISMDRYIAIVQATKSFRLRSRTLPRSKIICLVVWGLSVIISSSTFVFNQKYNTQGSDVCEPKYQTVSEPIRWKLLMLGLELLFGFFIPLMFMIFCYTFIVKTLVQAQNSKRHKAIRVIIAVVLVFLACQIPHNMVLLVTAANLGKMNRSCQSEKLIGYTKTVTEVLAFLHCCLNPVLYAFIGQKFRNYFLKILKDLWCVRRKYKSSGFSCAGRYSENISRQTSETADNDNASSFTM
UPR XBP1 act: adaptive UPR (XBP1) activation; CHO-XBP1 luciferase reporter, IRE1-XBP1 UPR activation, luminescence; percent of tunicamycin response, DMSO as zero; actives 0.33% (n = 330,000); activation, % at 20 µM;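 active means versus positive control, 20 µM dose yields 30% or more activation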;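 further: 100% = tunicamycin at 10 µg/mL and 0% = DMSO only wells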
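assay system = CHO-XBP1 luciferase reporter cells | amount = 1000 cells/well | buffer or medium = F12 plus 10% FBS | compound dosing = single point, 20 µM final compound, 1% DMSO | incubation = 16-18 h cell attachment at 37 °C, then 6 h compound exposure | detection = Steady-Glo luminescence read | controls = tunicamycin 10 µg/mL and vehicle-only wells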
Starred values were filed as active, the others as inactive; nt = not tested or not shown. An excerpt; the hit share may differ from the screen's.

SMILES	EBI2 block	tim23-1 inh	APJ agonist	Mdm2 MdmX PPI	CHOP UPR activ	APJ antagonist	CXCR6 inh	CCR6 antagonist	UPR XBP1 act
CCOC(=O)C(=O)NCC(c1cccs1)S(=O)(=O)c1ccc(F)cc1 (stereo not given)	-6	1	-6	-38	-0.5	-51	2	2	1
O=C(CCNS(=O)(=O)c1ccccc1)N1CCCCCCC1	4	4	-5	-2	1.4	-16	-1	5	-4
Cc1nc(SCC(=O)O)n[nH]1	-21	-1	-2	14	-1.1	-2	1	3	-2
CCOC(=O)c1c(C)[nH]c(C(=O)COC(=O)CNC(=O)c2ccc(Cl)cc2)c1C	4	1	3	-12	5.1	2	-8	1	-3
CC(C)OC(=O)CSc1nc(N)c(C#N)cc1C#N	1	2	-2	-11	0.6	-3	2	1	-1
COc1ccc(-n2c(C)cc(C(=O)COc3ccc(C)nc3[N+](=O)[O-])c2C)cc1	9	26	-1	41	-1.5	1	1	-3	-6
O=C(CSc1nnc(-c2cccnc2)n1-c1ccccc1)NCc1ccc2c(c1)OCO2	4	12	1	3	-0.2	-20	-3	-21	-2
O=C(c1cc(Br)c(Br)s1)N1CCc2ccccc2C1	14	52*	-5	3	1.1	-1	-10	5	3
NS(=O)(=O)c1cccc(NC(=O)C(Cc2ccccc2)NC(=O)c2ccccc2)c1 (stereo not given)	-4	4	0	25	1.5	-13	-9	18	0
O=C(NC1=NCCS1)c1sc2cc(Cl)cc(Cl)c2c1Cl	-9	43	0	-11	2.7	-21	3	-3	3
CCSC1=C(C#N)C(CC(C)C)C2=C(CCCC2=O)N1 (stereo not given)	6	-13	3	22	-1.4	-16	-1	-1	1
Cc1c(C(=O)NC(C)c2ccccn2)oc2c(Cl)cccc12 (stereo not given)	-4	35	-5	0	0.8	25	2	10	-3
COc1cc(OC)cc(C(=O)N[C@H](C(=O)OCC(=O)c2ccc(F)cc2)C(C)C)c1	8	23	-4	16	0.8	-2	4	6	-3
O=C1C2CCCN2C(c2ccccc2F)N1c1cccc(Cl)c1 (stereo not given)	-2	-1	-3	13	-1.1	12	3	5	1
CC1CCN(C(c2cc3cc4c(cc3[nH]c2=O)OCO4)c2nnnn2CC2CCCO2)CC1 (stereo not given)	4	-13	-4	12	-0.6	9	16	5	-3
COc1ccc(Cl)c(NC(=O)C/C(C)=N/NC(=O)CCc2ccccc2)c1	3	16	-3	0	2.2	2	9	4	-4
CCOC(=O)CP(=O)(c1ccccc1)c1ccccc1	-6	11	-4	-10	-3.1	-15	-2	-21	-2
O=C(NCCNc1ccc(Cl)cc1[N+](=O)[O-])c1cccnc1	4	1	-4	-18	0.6	5	6	11	7
COc1ccc(S(=O)(=O)N2CCCCCC2)cc1NC(=O)c1c2c(nc3ccccc13)CCN(Cc1ccccc1)C2	0	16	0	1	3.9	2	-2	-4	-1
CN(C)S(=O)(=O)n1cc(/C=C(\NC(=O)c2ccccc2Cl)C(=O)NCCCn2ccnc2)c2ccccc21	8	6	1	37	0.5	2	-10	11	-2
CC(=O)c1cccc(NC(=O)/C(=C/c2ccncc2)NC(=O)c2ccccc2)c1	-3	0	1	1	2.1	-6	-6	10	-5
Cc1ccc2c(c1)NC(=O)C(CC(=O)NCCCN1CCCCC1)O2 (stereo not given)	-4	10	-4	1	-0.9	9	-4	0	-1
O=C(Cc1c[nH]c2ccccc12)Nc1nc2ccccc2[nH]1	-10	12	13	6	2.4	13	-13	0	2
C=CCNc1nc(C(=O)OCC(=O)NCc2cccc(Cl)c2)cs1	0	11	-6	-11	-0.4	-13	7	11	-2
Cn1c2c(c(=O)n(C)c1=O)C(c1ccc(Cl)cc1)C(C#N)=C(N)O2 (stereo not given)	-8	6	-2	25	0.7	-5	5	1	-2
CN(C)c1ccc(N2C(=NC(=O)CCC3CCCC3)SC3CS(=O)(=O)CC32)cc1 (stereo not given)	10	1	4	5	6.1	-15	-2	7	-2
COc1cccc(NC(=O)c2oc3ccccc3c2NC(=O)C2CC2)c1	-11	31	-4	9	1.0	10	7	-11	5
CCC(NC(=O)NNC(N)=S)(C(F)(F)F)C(F)(F)F	3	-4	-5	14	1.6	-4	1	6	5
COc1ccc(NC(=S)N/N=C/c2ccc(F)cc2)cc1OC	23	13	-3	2	-0.1	2	-1	-1	0
COCCCNc1nc2c(c(=O)[nH]c(=O)n2C)n1CCCc1ccccc1	-11	11	-1	13	-0.2	10	1	-4	-2

Five compounds from above, sorted by the number in CCR6 antagonist, smallest number first.
molecule | EBI2 block | APJ agonist | Mdm2 MdmX PPI | APJ antagonist | CXCR6 inh | CCR6 antagonist | UPR XBP1 act
COc1cccc(NC(=O)c2oc3ccccc3c2NC(=O)C2CC2)c1 | -11 | -4 | 9 | 10 | 7 | -11 | 5
Cn1c2c(c(=O)n(C)c1=O)C(c1ccc(Cl)cc1)C(C#N)=C(N)O2 (stereo not given) | -8 | -2 | 25 | -5 | 5 | 1 | -2
CN(C)c1ccc(N2C(=NC(=O)CCC3CCCC3)SC3CS(=O)(=O)CC32)cc1 (stereo not given) | 10 | 4 | 5 | -15 | -2 | 7 | -2
CC(=O)c1cccc(NC(=O)/C(=C/c2ccncc2)NC(=O)c2ccccc2)c1 | -3 | 1 | 1 | -6 | -6 | 10 | -5
C=CCNc1nc(C(=O)OCC(=O)NCc2cccc(Cl)c2)cs1 | 0 | -6 | -11 | -13 | 7 | 11 | -2

5 records drawn at random from the list so far, as already listed:
SMILES	EBI2 block	tim23-1 inh	APJ agonist	Mdm2 MdmX PPI	CHOP UPR activ	APJ antagonist	CXCR6 inh	CCR6 antagonist	UPR XBP1 act
CN(C)S(=O)(=O)n1cc(/C=C(\NC(=O)c2ccccc2Cl)C(=O)NCCCn2ccnc2)c2ccccc21	8	6	1	37	0.5	2	-10	11	-2
O=C(NCCNc1ccc(Cl)cc1[N+](=O)[O-])c1cccnc1	4	1	-4	-18	0.6	5	6	11	7
O=C(NC1=NCCS1)c1sc2cc(Cl)cc(Cl)c2c1Cl	-9	43	0	-11	2.7	-21	3	-3	3
Cc1c(C(=O)NC(C)c2ccccn2)oc2c(Cl)cccc12 (stereo not given)	-4	35	-5	0	0.8	25	2	10	-3
COc1ccc(NC(=S)N/N=C/c2ccc(F)cc2)cc1OC	23	13	-3	2	-0.1	2	-1	-1	0

Further records:
SMILES	EBI2 block	tim23-1 inh	APJ agonist	Mdm2 MdmX PPI	CHOP UPR activ	APJ antagonist	CXCR6 inh	CCR6 antagonist	UPR XBP1 act
NC(Cc1cccc2nsnc12)C(=O)O (stereo not given)	6	-2	-5	13	-2.4	-2	3	2	7
COc1cccc(/C(=N/O)C2CC2c2ccc(Cl)cc2)c1 (stereo not given)	-5	2	0	19	1.5	17	-2	2	1
COc1ccc(-c2csc(N(CC(C)C)C(=O)c3ccco3)n2)cc1	44*	21	-3	-14	1.5	-14	2	19	-2
COC(=O)c1[nH]c2cccc(OC)c2c1NC(=O)CN1CCN(c2cccc(OC)c2)C(C)C1 (stereo not given)	-7	1	3	-6	-4.6	5	4	-2	-5
Cc1ccc(OCCCC(=O)ON=C(N)c2ccccc2C)cc1	-3	62*	0	32	2.9	-10	-13	-16	1
Oc1cc(Cc2ccccc2)cnc1CN1CCOCC1	5	24	0	14	1.2	5	-12	0	1
COC(=O)c1cn(C(=O)c2cc(Cl)ccc2Cl)c2ccccc12	0	8	0	-16	2.3	12	4	20	-3
COC(=O)c1cc(NS(=O)(=O)c2ccc(N3CCOCC3)c(N)c2)cc(C(=O)OC)c1	-19	4	-2	2	2.2	4	-4	14	1
CCOC(=O)N1CCN(S(=O)(=O)c2ccc(C(=O)N(CCN(CC)CC)c3nc4c(C)cccc4s3)cc2)CC1	3	6	-8	19	-2.1	17	18	-3	-3
Clc1ncn(C23CC4CC(CC(C4)C2)C3)n1	-5	22	-3	-14	-0.6	6	-6	19	1

Already shown: entries from further up.
SMILES	EBI2 block	tim23-1 inh	APJ agonist	Mdm2 MdmX PPI	CHOP UPR activ	APJ antagonist	CXCR6 inh	CCR6 antagonist	UPR XBP1 act
CCOC(=O)N1CCN(S(=O)(=O)c2ccc(C(=O)N(CCN(CC)CC)c3nc4c(C)cccc4s3)cc2)CC1	3	6	-8	19	-2.1	17	18	-3	-3
Clc1ncn(C23CC4CC(CC(C4)C2)C3)n1	-5	22	-3	-14	-0.6	6	-6	19	1

New compounds follow:
SMILES	EBI2 block	tim23-1 inh	APJ agonist	Mdm2 MdmX PPI	CHOP UPR activ	APJ antagonist	CXCR6 inh	CCR6 antagonist	UPR XBP1 act
Cc1cccc(N2CCN(C(=O)c3ccc(-n4cncn4)c([N+](=O)[O-])c3)CC2)c1C	25	8	1	18	1.5	-2	-7	-13	-1
Cc1ccc(C(=O)O/N=C(\N)c2ccccn2)cc1Cl	-13	7	2	42	-6.8	-51	-11	11	-11
Cc1cc(C)c2c(=O)c(/C=C3\NC(=S)NC3=O)coc2c1	nt	-21	-3	-15	0.5	7	nt	nt	0
CSc1nccc(-c2c(-c3ccc(Cl)cc3)noc2C)n1	14	-2	0	28	-0.5	4	5	20	3
CCCCNC(=O)/C(C#N)=C/c1cccnc1	-9	50	0	19	0.5	-17	-11	-9	1
O=C(COC(=O)/C=C/c1ccccc1Cl)NC1CCCCCC1	7	1	-3	3	-2.3	1	-5	13	-1
CC1(C)CC(=O)C(C(C2=C(O)CC(C)(C)CC2=O)c2cccs2)C(=O)C1 (stereo not given)	-27	25	2	0	5.0	4	-6	5	1
COc1cc(NC(=S)NC2CC(C)(C)NC(C)(C)C2)c(OC)cc1Cl	-7	0	-1	19	-1.5	4	4	-8	2
CSCCC(NC(=O)c1cccc([N+](=O)[O-])c1)C(=O)OCC(=O)N1CCCC1=O (stereo not given)	-5	-14	4	4	0.6	-3	3	-1	-3
CCc1nnc(-n2nc(C)cc2-c2ccccc2)n1N	-4	8	2	26	-2.4	-3	-2	-5	-1
Cc1cc(C)nc(N2C(=O)CC(Cc3ccccc3)C2=O)n1 (stereo not given)	-2	6	-4	9	-1.2	2	2	-3	0
CC(=O)N1CCN(c2ccc(NC(=O)c3cccc(C)c3)cc2)CC1	5	3	-2	-20	4.8	-23	-1	-3	-1
CC(=O)Nc1ccc(NC(=O)CN(c2cccc(C(C)=O)c2)S(C)(=O)=O)cc1	2	8	0	11	0.6	13	-2	4	-1
O=C(N/N=C/c1cccc(Oc2ccccc2)c1)c1cc[n+]([O-])cc1	-11	16	-3	6	-1.2	-10	-9	1	0
CN(C(=O)COC(=O)c1ccc(CN2CCCC2=O)cc1)c1ccccc1	-1	11	-4	24	-1.5	-8	4	-1	0
O=C(COc1ccc(S(=O)(=O)NC2CCCC2)cc1)N1CCCCC1	-10	-18	-1	15	-1.2	19	5	6	-3
